Tb hexokinase: blocks Trypanosoma brucei hexokinase 1 activity | recombinant TbHK1, G6PDH-coupled NADH A340 | inhibition, % at 10 µM | 0.11% of 220,000 active | AID 1430;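 active means inhibition of 50% or more in the single-dose primary screen; inactive means inhibition below 50%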
L929 necroptosis: L929 zVAD cell death inhibition; L929 zVAD necroptosis rescue, ATP luminescence, 24 h; with zVAD 60 µM; viability rescue, % at 10 µM; 0.38% of 220,000 active;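 active means activation, scaled between plate controls, above about 75%, limit read from the data; inactive means activation under that limit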;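 further: 0% = zVAD with DMSO and 100% = DMSO alone without zVAD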
EBV gp42 block: blocks Epstein-Barr virus glycoprotein 42 binding. Fluorescence polarization binding assay, mP read-out. inhibition, % (tested at 21.74 µM). 0.42% of 220,000 active. AID 1085; in the data active means inhibition above about 50%
Target sequence (Q1HVG2 whole entry, looked up): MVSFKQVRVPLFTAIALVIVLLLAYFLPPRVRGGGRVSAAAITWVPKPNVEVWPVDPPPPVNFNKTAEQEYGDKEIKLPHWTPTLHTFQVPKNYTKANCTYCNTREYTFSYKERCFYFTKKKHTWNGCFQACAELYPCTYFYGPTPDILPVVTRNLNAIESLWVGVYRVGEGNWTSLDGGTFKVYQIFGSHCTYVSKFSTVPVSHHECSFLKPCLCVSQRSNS
Runt-CBFb FRET: inhibitors of human RUNX1 Runt domain binding to CBFb. Q01196+Q13951. Cerulean-Runt/Venus-CBFb FRET ratio 530/480, 1 h. inhibition, % at 20 µM. 0.46% of 220,000 active. AID 1496;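 active means inhibition over about 50% at 20 µM in the single-dose screen, limit read from the data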;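 further: 0% = DMSO wells and 100% = excess unlabeled CBFb competitor control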
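Buffer or medium: Tris pH 7.5 buffer with BSA. Assay system: Cerulean-labeled Runt domain protein. Amount: each fluorescent fusion protein 100 nM. Read-out basis: loss of energy transfer signal. Incubation: 1 h compound exposure, room temperature. Probe or stimulus: Venus-CBFb binding partner, 100 nM. Detection: FRET, excitation 422 nm, emission at 530 and 480 nm.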
14-3-3 Bad PPI: disrupts binding of bovine 14-3-3 zeta to phospho-Bad peptide; P63103; TR-FRET 14-3-3zeta/Dy647-pBad peptide displacement, 1 h; inhibition, % at 21.7 µM; 0.71% of 220,000 active; AID 781;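 active means inhibition above about 70%, limit read from the data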;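 further: 0% = full 14-3-3 plus peptide FRET controls and 100% = background without 14-3-3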
Target sequence (P63103 whole entry, looked up): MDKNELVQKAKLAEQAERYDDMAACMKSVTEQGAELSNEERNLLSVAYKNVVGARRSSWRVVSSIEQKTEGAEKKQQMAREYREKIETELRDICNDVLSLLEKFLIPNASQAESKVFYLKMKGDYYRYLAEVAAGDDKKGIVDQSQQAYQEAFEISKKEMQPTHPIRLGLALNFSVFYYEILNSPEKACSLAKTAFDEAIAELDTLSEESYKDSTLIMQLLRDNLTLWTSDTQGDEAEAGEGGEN
p47phox inh: p47phox (human) inhibition; P14598; p47phox/p22phox peptide binding, fluorescence polarization, 2 h; inhibition, % at 24.7 µM; 0.53% of 220,000 active;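 active means inhibition above about 30%, limit read from the data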;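 further: 0% = p47phox with labelled peptide and 100% = labelled peptide alone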
Target sequence (P14598 whole entry, looked up): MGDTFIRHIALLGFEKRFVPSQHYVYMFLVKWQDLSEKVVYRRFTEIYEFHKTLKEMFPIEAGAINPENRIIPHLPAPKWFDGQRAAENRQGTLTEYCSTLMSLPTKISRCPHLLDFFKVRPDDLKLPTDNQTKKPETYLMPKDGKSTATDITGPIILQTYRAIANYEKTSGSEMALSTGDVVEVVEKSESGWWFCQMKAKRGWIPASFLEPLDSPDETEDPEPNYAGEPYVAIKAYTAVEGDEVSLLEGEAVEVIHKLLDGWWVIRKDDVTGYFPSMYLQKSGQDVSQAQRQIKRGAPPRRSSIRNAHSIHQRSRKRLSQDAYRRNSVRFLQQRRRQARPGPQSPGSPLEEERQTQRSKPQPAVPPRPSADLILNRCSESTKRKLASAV
Mdm2 ligase inh: inhibitors of human Mdm2 E3 ubiquitin ligase; Q00987; cell-based MDM2 ubiquitination luciferase reporter, 2 h; 0 = plate control, 100 = twice control, blank-subtracted; signal enhancement, % at 5 µM; 0.11% of 210,000 active; AID 1230;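 active means signal enhancement of 30% or more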;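 further: luminescence tracks abundance of the self-degrading MDM2-luciferase fusion protein; higher signal means inhibition of MDM2 E3 ligase activity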
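Test system: mammalian cells stably expressing self-ubiquitinating, self-degrading MDM2 E3–luciferase fusion; Amount: 2000 cells in each well; Medium: DMEM; Schedule: 4 h settle plus 2 h compound, 37 °C; Technique: SteadyLite luciferase luminescence after 15 min room-temperature reagent incubation; Benchmarks: plate control and blank wells.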
Hck-Nef inh: human Hck-Nef kinase inhibition; P08631; Recombinant Hck-YEEI plus Nef, Z-Lyte FRET kinase assay; inhibition, % at 20 µM; 0.68% of 220,000 active;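 active means Hck-Nef kinase inhibition above about 50%, limit read from the data; inactive means inhibition below that limit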;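 further: 0% = DMSO with Hck plus Nef and 100% = Hck alone without Nef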
Runt-SMMHC FRET: Runt domain-CBFb-SMMHC interaction inhibition; Q01196+Q13951; Cerulean-Runt/Venus-CBFb-SMMHC FRET ratio 530/480, 1 h; inhibition, % at 20 µM; 0.74% of 220,000 active; AID 1434;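 active means mean inhibition across duplicate retests at 20 µM reaching about 50%, limit read from the data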;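 further: 0% = DMSO wells and 100% = wells with excess untagged CBFb-SMMHC; inhibitors lower the FRET ratio by blocking Runt binding to CBFb-SMMHC; some results filed as inactive read as strong as hits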
* hit, by the source's call; · = no result given; [ ] = remark or other dose.

structure | Tb hexokinase | L929 necroptosis | EBV gp42 block | Runt-CBFb FRET | 14-3-3 Bad PPI | p47phox inh | Mdm2 ligase inh | Hck-Nef inh | Runt-SMMHC FRET
O=c1ccc(Cl)cn1Cc1ccccc1F | 0 | -1.1 | -11 | 0 | -4 | -2 | -3 | 3 | 0
CCOC(=O)c1c(NC(=O)c2cc(CC(C)C)on2)sc(C(C)=O)c1C | -6 | -0.8 | 4 | 1 | -6 | 9 | -5 | 1 | -8
COc1cc(/C(C#N)=C/c2cccc3ccccc23)c([N+](=O)[O-])cc1OC | -6 | · | -6 | -8 | -4[fluorescence artefact?] | -5 | -8 | 2 | -14
CCCSc1nnc2n(C)c(=O)c3c4c(sc3n12)CCC4 | -1 | 0.0 | 0 | -2 | -18[fluorescence artefact?] | 0 | -23 | -3 | -2
Cc1ccc(-n2ncc(C(=O)Nc3cc(Cl)ccc3C)c2C2CCNCC2)cc1C | 7 | 4.0 | 1 | 1 | -5 | -3 | -3 | 22 | -1
COc1ccc(NC(=S)N2CCNC(=O)C2CC(=O)Nc2ccc(C)cc2)cc1 (stereo not given) | 3 | 0.0 | 2 | 1 | -2 | -4 | -12 | 1 | -2
CCn1c(CNC(=O)COc2ccc(C(C)C)cc2)nnc1SCC(=O)Nc1ccccc1F | -6 | -0.1 | -6 | -5 | 9 | 2 | -10 | -1 | -6
O=c1c(Cc2ccc(Cl)cc2Cl)c(O)ccn1CCCN1CCOCC1 | 2 | -0.5 | -3 | -1 | -5 | -6 | -3 | 11 | -1
COC(=O)c1cc(OC)c(OC)cc1NC(=O)c1ccccc1 | -5 | 2.6 | 8 | -3 | 2 | 6 | -15 | -1 | 3
O=C(COC(=O)c1cc(=O)[nH]c2ccccc12)c1cccs1 | -14 | 2.9 | 0 | -1 | 13 | -11 | -5 | 18 | 3
Cc1cc(C)c(C)c(S(=O)(=O)Nc2ccc(O)cc2)c1C | 5 | 0.2 | -13 | 5 | 5 | -8 | -7 | 7 | 4
S=C(NCCc1ccccn1)Nc1ccc(Cl)c(Cl)c1 | -1 | 1.0 | -5 | -4 | 3[fluorescence artefact?] | -4 | 2 | 1 | 3

Continued.
structure | Tb hexokinase | L929 necroptosis | EBV gp42 block | Runt-CBFb FRET | 14-3-3 Bad PPI | p47phox inh | Mdm2 ligase inh | Hck-Nef inh | Runt-SMMHC FRET
O=C(O)c1ccc(N2CC3CC(C2)c2cccc(=O)n2C3)c(NC(=S)Nc2ccc(Cl)cc2Cl)c1 (stereo not given) | 4 | 2.7 | -2 | 7 | -12 | -164 | -9 | 33 | -5
O=C(c1ccccc1)N1CCN(C(=S)NCCc2ccccc2)CC1 | 33 | 0.7 | -5 | -1 | -31 | 0 | -2 | 2 | -3
Cc1ccc(C(=O)N/C(=C\c2cccs2)C(=O)NCc2ccncc2)cc1 | -10 | -0.2 | -14 | -1 | 6 | -6 | 2 | 0 | -10
CCOC(=O)c1c(OCC)[nH]c2c1cc(O)c1ccccc12 | 6 | 1.2 | -12 | 6 | 3[fluorescence artefact?] | -13 | -17 | 3 | 3
CCOC(=O)c1ccccc1NC(=O)/C(C)=C/C(=O)O | -6 | 0.1 | -22 | -1 | -8 | -4 | -5 | 0 | -3
COc1ccc(Cc2nnc(NC(=O)c3cccc([N+](=O)[O-])c3)s2)cc1 | -4 | 1.7 | -5 | 0 | 4 | -7 | -1 | 3 | -4
O=C(NCc1nnc(SCC(=O)N2CCN(c3ccccc3)CC2)o1)c1ccco1 | 3 | 0.0 | 3 | -2 | -5 | 1 | -6 | 2 | 1
N#C/C(=C\c1ccc(O)c(O)c1)S(=O)(=O)c1ccccc1 | 0 | 0.4 | -47 | 3 | -1 | -16 | -2 | -4 | -17
Clc1ccc2oc3c(Cl)ncnc3c2c1 | -3 | 0.6 | -16 | 1 | 18 | -10 | -27 | 1 | 5
COc1cc(CNCCSc2nnnn2C)cc(Br)c1OCc1ccc(F)cc1 | -2 | 0.4 | -16 | -2 | 12 | -2 | -8 | 6 | -6
Nc1nc(C2CC(=O)OC23CCCCC3)cs1 (stereo not given) | 3 | 0.2 | -30 | 3 | -1 | -2 | -2 | 6 | -1
O=C1CN(C(=O)c2ccc(Br)o2)C(c2ccccc2)c2cc(Cl)ccc2N1 (stereo not given) | -1 | -1.0 | -6 | 0 | 3 | -10 | -15 | 0 | -9

(more compounds)
structure | Tb hexokinase | L929 necroptosis | EBV gp42 block | Runt-CBFb FRET | 14-3-3 Bad PPI | p47phox inh | Mdm2 ligase inh | Hck-Nef inh | Runt-SMMHC FRET
CN(C)CCCCCN(C)Cc1cc2ccccc2o1 | -1 | 1.1 | 4 | 1 | -3 | 2 | -25 | -16 | 0
COc1ccc(C(=O)NCc2nnc(SCC(=O)Nc3cccc(F)c3)o2)cc1 | 1 | 2.1 | 8 | -2 | -7 | -2 | 25 | -15 | -1
CCCCCC(=O)Nc1cccc(C2=NOC3(C2)C[C@@H](C(N)=O)N(C(=O)Cc2ccc([N+](=O)[O-])cc2)C3)c1 (stereo not given in full) | -20 | -0.2 | -4 | -3 | 25 | -7 | -8 | 24 | -2
Cc1ccccc1C(=O)OC(C)CN1CCN(C)CC1 (stereo not given) | 1 | -1.2 | -10 | -1 | -3 | -6 | -7 | -38 | 5
CCOC(=O)c1ccc2cccc(C)n2c1=O | -35 | -0.4 | -21 | -1 | 9 | -22 | -2 | 2 | 0
COC(=O)c1ccccc1NC(=O)CSc1nnnn1C | 1 | -0.5 | 2 | -5 | -9[fluorescence artefact?] | -3 | -1 | -3 | -4
Cc1ccc(S(=O)(=O)N2CCN(c3nc4ccccc4nc3-n3nc(C)cc3C)CC2)cc1 | -9 | -0.2 | -2 | 5 | 2[fluorescence artefact?] | -18 | -1 | 5 | 11
Cc1ccc(SCC(=O)NCc2ccco2)cc1 | 1 | -0.1 | -23 | 4 | -5 | -4 | -10 | 1 | -4
CCCCCCNc1c(C(=O)OCC)c(=O)[nH]c2ccccc12 | -1 | 2.2 | 6 | -8 | -5 | -20 | -5 | -1 | -3
CC(NC(=O)COC(=O)/C(=C/c1cccs1)c1cccs1)c1ccccc1 (stereo not given) | -4 | -0.3 | 7 | -1 | 18 | -8 | -9 | -1 | 2
COc1ccccc1OCc1nc(C#N)c(NCCCn2ccnc2)o1 | -4 | 0.2 | -5 | 1 | 3 | 0 | -7 | 21 | 4
CCCCNC(=O)CSc1nc(N)c(C(=O)Nc2ccc(OC)cc2)s1 | -70 | 1.0 | 2 | -1 | -11 | -4 | -15 | 41 | -1

Going on with the list.
structure | Tb hexokinase | L929 necroptosis | EBV gp42 block | Runt-CBFb FRET | 14-3-3 Bad PPI | p47phox inh | Mdm2 ligase inh | Hck-Nef inh | Runt-SMMHC FRET
CCOC(=O)c1[nH]c2cc(OC)c(OC)cc2c1NC(=O)CN1CCN(C)CC1 | -33 | 0.8 | -30 | 0 | 7[fluorescence artefact?] | -16 | 6 | -1 | -1
CCOc1ccc(Nc2nc(Nc3ccc(O)cc3)nc(C)c2[N+](=O)[O-])cc1 | -20 | 7.6 | -8 | -3 | -18 | 5 | -15 | 27 | -3
CCn1cc(C(=O)NCc2ccco2)c2cc(OC)c(OC)cc2c1=O | -7 | -0.1 | 3 | -2 | -7[fluorescence artefact?] | -8 | -19 | 1 | 3
Cc1cccc(/C=C2\CCC(C3CCCC3)C2=O)c1 (stereo not given) | 0 | 0.0 | 5 | -3 | 0[fluorescence artefact?] | -4 | -16 | 2 | 2
COc1cc(CNc2ncn[nH]2)cc(Br)c1OC | -2 | 0.1 | -8 | 0 | -11 | -8 | -22 | 2 | 4
CCCc1nc2oc3ccccc3c(=O)c2c(=O)n1-c1ccc(C)cc1 | 0 | 0.4 | 6 | 2 | 2 | -9 | 4 | 6 | 1
COc1ccccc1-c1nc(N)n[nH]1 | -1 | 49 | -19 | 2 | -5 | -2 | -5 | 24 | -3
Cc1nn(-c2ccccc2)c(C)c1C(=O)Nc1ccc(N2CCOCC2)cc1 | -9 | 22 | -1 | 3 | -12 | 3 | -14 | 26 | -3
COc1ccc2oc(=Nc3cc(F)ccc3F)c(C(N)=O)cc2c1 | -8 | 2.9 | -33 | -4 | -3 | -6 | 0 | 22 | 0
CCOC(=O)C1CCN(C(=O)N2CCOCC2)CC1 | 2 | -1.3 | 1 | 1 | 1 | -11 | 5 | 10 | 0
O=C(O)c1cc(N2C(=O)C3C4C=CC(C4)C3C2=O)ccc1NCc1cccnc1 (stereo not given) | -18 | -0.7 | -1 | 0 | -2 | -21 | · | -18 | -7
COc1ccc(CC2(CO)CCN(Cc3cccnc3)CC2)cc1 | 13 | -0.4 | -4 | 0 | -1 | -5 | -9 | 8 | -4

Individual results from the results shown.
In 14-3-3 Bad PPI, CCOC(=O)c1[nH]c2cc(OC)c(OC)cc2c1NC(=O)CN1CCN(C)CC1 is entered as 7[fluorescence artefact?]
In Hck-Nef inh, O=C(O)c1cc(N2C(=O)C3C4C=CC(C4)C3C2=O)ccc1NCc1cccnc1 (stereo not given) is entered as -18

Next section.
structure | Tb hexokinase | L929 necroptosis | EBV gp42 block | Runt-CBFb FRET | 14-3-3 Bad PPI | p47phox inh | Mdm2 ligase inh | Hck-Nef inh | Runt-SMMHC FRET
Cn1nc(C(F)(F)F)c(C#N)c1N1CCN(c2ccccn2)CC1 | -10 | 1.2 | -15 | 0 | -6 | 0 | -11 | -10 | 53
CNC(=S)N1CCN(c2c(F)cc3c(=O)c(C(=O)O)cn(C4CC4)c3c2OC)CC1C (stereo not given) | -2 | 0.0 | -16 | 4 | -14[fluorescence artefact?] | -12 | -9 | -22 | 0
COc1cccc(/C=N/NC(=O)CSc2cccc3cccnc23)c1 | -10 | -0.8 | 1 | 4 | 0 | 4 | 1 | 26 | 1
Cn1/c(=N\NC(=O)C2CCCCC2)sc2ccccc21 | 7 | -0.7 | -3 | 0 | -5 | 2 | 3 | 19 | -1
CCCc1[nH][nH]c(=O)c1C(c1cccc(Cl)c1)C(C#N)C#N (stereo not given) | -2 | -0.4 | 1 | 1 | -15 | -7 | 5 | 1 | 3
COc1ccc(OCCN2C(=O)c3ccccc3C2=O)cc1 | 0 | -0.3 | -16 | 1 | -8 | -4 | -7 | 14 | -1
O=S(=O)(Nc1cnc2ccccc2c1)N1CCCCCC1 | 1 | -1.5 | -19 | 0 | -5 | -25 | -17 | 6 | -3
O=C(NNS(=O)(=O)c1ccc2ccccc2c1)c1cccs1 | 3 | 0.9 | 1 | 0 | -7 | 2 | -5 | 1 | 0
CS(=O)(=O)N(CC(=O)Nc1ccc(S(=O)(=O)N2CCOCC2)cc1)c1ccccc1Br | 3 | -0.5 | -11 | -1 | -3 | -6 | -11 | 20 | 23
Cc1cc(C=O)c(C)n1-c1ccc(N2CCCC2)c([N+](=O)[O-])c1 | -12 | 0.0 | 12 | 0 | 6 | 1 | -23 | 0 | 0
CCOC(=O)c1nnn(-c2nonc2OC)c1-c1ccccc1 | 0 | 0.1 | -12 | 1 | 4[fluorescence artefact?] | -14 | -10 | -8 | 4
CCN1CCCC1CNC(=O)c1ccc(N2CCOCC2)c(NS(=O)(=O)c2ccc(OC)cc2)c1 (stereo not given) | -12 | -0.7 | 4 | 2 | -9 | 4 | -8 | 25 | 1

Screening results from PubChem.
